# Screens: PubChem BioAssay, several laboratories
# CSM14.1 death rescue: rescue of cells from ER stress-induced death, primary screen, 384-well, CSM14.1, thapsigargin, ATP luminescence (AID 1222); CSM14.1 thapsigargin-induced death rescue, ATP luminescence; higher % means a stronger effect; one-dose cellular ATP content (survival), % at 20 µM; EC50 in µM for titrated hits; 190,000 tested, under 10 active;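 active means EC50 below 50 µM in the dose-response confirmation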;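 further: death triggered by thapsigargin at about 15 µM added after 2 h compound pretreatment; cell ATP read after overnight thapsigargin exposure of roughly 18 to 22 hours; normalized against plate controls of thapsigargin alone and 5% DMSO vehicle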
# SV40 large T antigen: SV40 large T antigen inhibitors, biochemical (AID 1903) | SV40 large T antigen ATPase/helicase inhibition assay; higher % means a stronger effect | 310,000 compounds, 0.39% hits | one-dose inhibition, % at 20 µM; IC50 in µM for titrated hits; in the data active means a potency from the dose series; further: strong numbers were not always called active
# PMI inhibitors: inhibitors of human PMI, primary screen, biochemical, fluorescence intensity, coupled assay (AID 1209); purified PMI enzyme, coupled fluorescence intensity; higher % means a stronger effect; one-dose inhibition, % at 20 µM; IC50 in µM for titrated hits; 190,000 compounds, 0.42% hits;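 further: plate controls were DMSO vehicle for no effect and wells lacking substrate for full effect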
# PhoP inhibition: inhibitors of PhoP regulon expression, primary screen, Salmonella Typhimurium, GFP reporter (AID 1863); 300,000 compounds, 0.16% hits; one-dose inhibition, % at 50 µM; IC50 in µM for titrated hits; S. Typhimurium PhoP-regulated promoter GFP reporter, 4 h; higher % means a stronger effect;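 active means inhibition over 29.93%, a cutoff 3 SD above the screen mean, later confirmed by dose response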;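 further: 0% = low Mg2+ inducing control and 100% = high Mg2+ repressing control; strong numbers were not always called active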
# West Nile antiviral: West Nile virus antiviral activity, cell-based, CPE readout (AID 1621); West Nile virus-infected cells, CPE inhibition; higher % means a stronger effect; 290,000 compounds, 0.02% hits; CPE inhibition, % at 10 µM, or IC50 in µM where a hit was titrated; in the data active means a potency from the dose series; further: strong numbers were not always called active
# Insulin prom up: insulin promoter activators in MIN6 cells, imaging, high-content screening, mouse beta cells; MIN6 insulin promoter-GFP reporter; stronger effect = higher value; z-score at 5 µM; 190,000 compounds, 0.3% hits;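 active means z-score above 3 at 5 µM with at least 500 cells counted in the well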
# TNAP activation fold: human TNAP enzyme activators, primary screen, biochemical, luminescent, no phosphate acceptor, uHTS (AID 1001); Alkaline phosphatase, tissue-nonspecific isozyme (Homo sapiens); purified TNAP, luminescent activation assay, no phosphate acceptor; higher activation fold means a stronger effect; activation fold at 20 µM; hits with a dose series show EC50 in µM; 200,000 compounds, 0.03% hits; in the data active means activation fold from about 3, or a potency from the dose series; inactive means the rest, 99 in 100 with activation fold below about 1.6; further: many of its hits are not listed in these tables
# human PMI inhibitors: human PMI inhibitors, high substrate, primary screen, biochemical, fluorescence intensity, high mannose 6-phosphate (AID 1220); inhibition, % at 20 µM, or IC50 in µM where a hit was titrated; Mannose-6-phosphate isomerase (Homo sapiens); 190,000 compounds, 0.66% hits; recombinant PMI enzyme, coupled fluorescence intensity; higher % means a stronger effect
# RSV CPE inhibition: RSV antiviral activity via CPE protection, HEp-2 cells, primary 10 µM value included (AID 2391); HEp-2 cells, RSV-induced CPE inhibition; higher % means a stronger effect; CPE inhibition, % at 10 µM, or IC50 in µM where a hit was titrated; 310,000 compounds, 0.13% hits; in the data active means a potency from the dose series; further: strong numbers were not always called active
# Insulin prom up cell count: further read-out of Insulin prom up, marked with its call; cell count; measured here: cytotoxicity, nuclei count;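 total cells summed across four imaged fields per well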
# Active calls of the source: *; x = no result given. Unless noted, no stated cut-off is given here; in the data, active means inhibition above about 50%; inactive means the rest.
# The opening 2 compounds, ahead of the listing:
SMILES,CSM14.1 death rescue,SV40 large T antigen,PMI inhibitors,PhoP inhibition,West Nile antiviral,Insulin prom up,Insulin prom up cell count,TNAP activation fold,human PMI inhibitors,RSV CPE inhibition
CN(Cc1cc([N+](=O)[O-])ccc1Cl)C(=O)C[n+]1ccccc1,x,-20.5%,x,10.2%,-0.3%,x,x,x,x,1.5%
COC(=O)C1CCN(C(=O)/C=C/c2ccc(OC)cc2)CC1,-3.0%,-5.3%,11.0%,-4.1%,0.0%,1.32,865,1.1,9.8%,1.9%

# The listing, repeating the preview:
SMILES,CSM14.1 death rescue,SV40 large T antigen,PMI inhibitors,PhoP inhibition,West Nile antiviral,Insulin prom up,Insulin prom up cell count,TNAP activation fold,human PMI inhibitors,RSV CPE inhibition
CN(Cc1cc([N+](=O)[O-])ccc1Cl)C(=O)C[n+]1ccccc1,x,-20.5%,x,10.2%,-0.3%,x,x,x,x,1.5%
COC(=O)C1CCN(C(=O)/C=C/c2ccc(OC)cc2)CC1,-3.0%,-5.3%,11.0%,-4.1%,0.0%,1.32,865,1.1,9.8%,1.9%
CC(C)Oc1ccc(C(=O)N2CCN(C(=O)c3ccco3)CC2)cc1,x,-0.1%,x,-4.5%,-0.6%,x,x,x,x,0.1%
COc1ccc(CNCCCSc2ncccn2)c(OC)c1,x,8.5%,x,-1.9%,0.2%,x,x,x,x,0.8%
Cc1nc2nc(C)c(NS(=O)(=O)c3ccc(CC(C)C)cc3)c(=O)n2[nH]1,x,-2.3%,x,9.0%,0.2%,x,x,x,x,1.3%
Cc1nc2cc(-c3ccsc3-n3c(C)ccc3C)[nH]n2c(=O)c1Cl,-3.3%,64.4%,6.4%,0.9%,-0.5%,x,x,1.4,12.4%,13.9%
CSc1ccc(C(c2c(C(=O)O)[nH]c3ccccc23)c2c(C(=O)O)[nH]c3ccccc23)cc1,x,13.9%,x,4.3%,-0.1%,x,x,x,x,1.2%
Cc1ccc(-c2nn3c(C)nnc3s2)cc1NC(=O)CSc1ccc(Cl)cc1,0.3%,-2.7%,-3.2%,11.1%,0.4%,-0.17,1168,1,1.6%,0.1%
O=C(NNC(=O)c1ccc2c(c1)OCO2)NC12CC3CC(CC(C3)C1)C2,0.3%,10.5%,4.4%,3.3%,-0.9%,-1.05,1549,1.2,-6.6%,2.8%
COc1ccc(/C(C)=N/NS(=O)(=O)c2ccccc2)c(OC)c1,0.5%,-0.3%,-47.2%,-5.3%,0.1%,-1.06,1242,1.1,-34.8%,-2.0%
Cc1cc(NC(=O)C(C)Oc2ccccc2)no1 (stereo not given),x,2.5%,x,4.0%,0.5%,x,x,x,x,0.6%
CC(=O)c1c(C)[nH]c(C(=O)Nc2cccc(C)c2C)c1C,x,6.6%,x,-5.2%,-0.7%,x,x,x,x,4.4%
CCN(CC(=O)Nc1cccc(S(N)(=O)=O)c1)Cc1nc2ccccc2c(=O)[nH]1,x,13.2%,x,1.0%,0.1%,0.21,1093,x,x,0.0%
CCOc1ccccc1NC(=O)Cc1ccccc1OC,-0.3%,3.1%,4.4%,1.4%,0.2%,-0.35,1298,1.1,1.8%,2.8%
CCCc1nn(C)c2c(=O)[nH]c(-c3ccccc3OCC)nc12,-1.2%,22.9%,-4.1%,-11.9%,-1.4%,-0.13,1103,1.1,-4.7%,1.6%
CCOC(=O)Cc1csc(NC(=O)CSc2nc(C)cc(=O)[nH]2)n1,0.2%,31.2%,9.7%,-1.3%,0.7%,0.33,1307,1.7,0.9%,1.6%
COc1ccc(N2CCN(C(=O)c3oc4ccccc4c3NC(=O)CCc3cc(OC)no3)CC2)cc1,x,36.7%,x,-12.1%,-0.2%,x,x,x,x,7.2%
O=C(NCc1ccccc1)C(c1ccncc1)N(C(=O)c1csnn1)c1ccccc1F (stereo not given),x,6.3%,x,2.0%,0.3%,x,x,x,x,0.7%
CC(C)OC(=O)c1ccc(COC(=O)c2cccc(-c3nnc(-c4ccccc4)o3)c2)cc1,-0.7%,7.3%,-3.5%,-10.4%,-0.3%,-0.55,1372,1.1,-7.9%,3.8%
O=C(N/N=C/c1ccc([N+](=O)[O-])s1)c1ccccc1Br,-0.1%,13.7%,-16.1%,-4.9%,0.7%,-0.61,1585,0.8,-5.2%,5.5%
COCCn1c(SCC(=O)c2ccccc2)nc2c(c1=O)SCC2,0.4%,8.6%,-4.8%,-7.7%,-0.2%,x,x,1.2,-2.1%,0.6%
CN(C(=O)COc1ccc(Cl)cc1)c1nnc(C23CC4CC(CC(C4)C2)C3)s1,-1.6%,8.2%,4.7%,-11.7%,-0.1%,-0.75,1358,1.1,0.2%,x
CCn1c(SCC(=O)Nc2ccc(F)cc2F)nc2c(c1=O)SCC2,x,9.5%,x,-9.8%,-0.6%,x,x,x,x,2.4%
CC1=CC(C)(C)N(C(=O)C(C)N2C(=O)c3ccccc3C2=O)c2ccc(C)cc21 (stereo not given),-1.2%,-3.4%,-0.2%,6.9%,-0.3%,0.25,879,1,-1.0%,7.1%
O=C(N/C(=C/c1cccs1)C(=O)N1CCOCC1)c1cccs1,-1.2%,4.1%,-4.3%,-4.3%,-0.2%,-0.01,1655,1.1,-5.2%,-0.3%
CCC(=O)N/N=C(\C)CC(=O)Nc1ccc2ccccc2c1,-2.3%,11.7%,18.1%,2.6%,0.4%,0.81,1229,1,43.4%,1.4%
Cc1ccc(S(=O)(=O)N2CC3(C)CN(S(=O)(=O)c4ccc(C)cc4)CC(C)(C2)C3O)cc1 (stereo not given),1.4%,-5.7%,-23.7%,9.7%,-0.9%,-0.89,1501,1,-9.0%,-0.9%
COc1ccc(/C=C/C(=O)OCC(=O)Nc2ccc(N3CCOCC3)cc2)cc1OC,x,8.7%,x,1.2%,-0.1%,x,x,x,x,-0.3%
Cc1ccccc1N(CC(=O)N/N=C/c1cc(C)n(-c2ccccc2C)c1C)S(C)(=O)=O,-1.4%,4.3%,14.3%,7.2%,-0.1%,0.3,922,1.1,8.6%,0.9%
CCCN1CCc2c(sc(NC(=O)c3ccc(S(=O)(=O)N4CCN(C(=O)OCC)CC4)cc3)c2C(N)=O)C1,x,21.9%,x,-13.0%,-0.3%,x,x,x,x,3.3%
CCCCCC(=O)Nc1cccc(C2=NOC3(C2)C[C@@H](C(N)=O)N(C(=O)C2(C)CC2)C3)c1 (stereo not given in full),x,17.4%,x,-6.1%,0.1%,0.67,1002,x,x,0.9%
CC(C)(C)C1CCc2c(sc(NC(=O)c3cccs3)c2C(=O)N2CCCCC2)C1 (stereo not given),0.4%,-3.9%,10.8%,31.8%,-0.3%,-0.85,1006,1.1,2.5%,7.1%
N=C1S/C(=C\c2cccc3ccccc23)C(=O)N1c1ccc(F)cc1,-2.2%,7.7%,8.6%,-8.5%,-1.0%,-0.24,1241,1.4,-1.1%,9.6%
CCCCCCc1nc2ccccc2c(=O)n1N,2.8%,7.1%,17.1%,12.5%,-0.4%,0.19,1369,1.1,11.8%,0.8%
C=C(C)c1cccc(C(C)(C)NC(=O)Nc2ccc3[nH]c(=O)[nH]c3c2)c1,2.3%,3.1%,14.6%,-4.2%,0.2%,0.13,1121,1.1,8.7%,1.6%
COc1cc(SC)ccc1C(=O)N1CCN(Cc2ccc3c(c2)OCO3)CC1,x,18.1%,x,-0.7%,-0.5%,x,x,x,x,7.8%
COc1ccc(N(CCC(=O)O)S(=O)(=O)c2ccc(C)c(C)c2)cc1,x,27.7%,x,-7.0%,1.1%,0.06,1170,x,x,2.2%
c1ccc(CSc2nnc(-c3cccnc3)o2)cc1,0.6%,4.8%,-18.8%,6.4%,0.2%,x,x,1,-16.2%,2.4%
Nc1nc2n(n1)C(c1ccco1)CC(c1ccc(Cl)cc1Cl)N2 (stereo not given),0.8%,6.8%,3.1%,5.9%,-1.1%,-0.71,1274,1.1,7.3%,6.3%
Cc1nc(=O)c(-c2ccccc2)c(C)n1-c1ccccc1O,-2.2%,6.7%,11.4%,-6.8%,-0.1%,1.2,1274,1.1,4.9%,2.1%
S=C(NCc1cccs1)Nc1ccccc1Cl,-3.7%,13.8%,15.4%,-8.2%,-0.7%,0.7,1246,1.2,11.8%,5.7%
COc1ccccc1N1C(=NC(=O)C(C)Oc2ccccc2)SC2CS(=O)(=O)CC21 (stereo not given),x,22.7%,x,-2.0%,-0.1%,x,x,x,x,4.8%
COc1ccc(-c2nnc(OC)c3ccccc23)cc1,x,13.1%,x,-3.6%,2.8%,x,x,x,x,1.3%
COc1ccc(/C=C/C(=O)NC(=S)Nc2ccc(S(=O)(=O)N=C(N)N)cc2)cc1OC,x,0.3%,x,11.8%,-0.8%,x,x,x,x,1.6%
Cn1nc(C(F)(F)F)c(-c2cccc(C(F)(F)F)c2)c1NC(=O)Nc1ccc(F)cc1,x,12.4%,x,-6.0%,-0.6%,-1.17,1316,x,x,1.4%
COc1ccc(CCN(C)Cc2ccc(OCc3ccccc3)c(OC)c2)cc1OC,-0.3%,-2.7%,1.4%,8.7%,0.4%,-1.36,664,1,-14.3%,-2.2%
S=C(Nc1ccc2nccnc2c1)N1CCOCC1,-1.2%,17.0%,36.4%,11.0%,0.1%,0.33,1530,1,69.2%*,1.9%
CCOC(=O)N1CCN(Cc2nc3cc(NC(=O)C(C)C)ccc3n2CC)CC1,x,6.2%,x,0.6%,-1.1%,x,x,x,x,-0.3%
Cc1cc(NC(=O)CCC(=O)N(c2ccccc2C)C(C(=O)NC2CCCC2)c2ccccc2)no1 (stereo not given),x,7.3%,x,0.0%,-0.2%,x,x,x,x,2.0%
O=C1NC(=S)N/C1=C/c1cccc([N+](=O)[O-])c1,-0.4%,-5.9%,11.2%,9.0%,0.9%,1.05,1037,1.3,12.4%,1.5%
CCOC(=O)c1cccc(N2C(N)=NC(N)=NC2(C)C)c1,-0.1%,-4.8%,1.5%,-12.0%,0.6%,0.32,1521,1.1,1.5%,1.7%
COc1cc(NC(=O)CCCNC(=O)c2ccc(Cl)cc2)cc(OC)c1OC,x,6.1%,x,-5.3%,1.1%,x,x,x,x,7.8%
O=S(=O)(c1cc(Cl)ccc1Cl)N1CCC2(CC1)OCCO2,x,11.5%,x,-5.4%,-0.1%,x,x,x,x,0.6%
COc1ccc(N2C(=NC(=O)C3CCCCC3)SC3CS(=O)(=O)CC32)cc1OC (stereo not given),x,16.1%,x,-3.4%,-0.9%,x,x,x,x,1.2%
CC(C)OP(C)(=O)CN1CCN(CP(C)(=O)OC(C)C)CC1 (stereo not given),2.3%,8.0%,-17.0%,-5.6%,-0.2%,0.25,1221,1,-11.4%,1.2%
Cc1cccc(-c2noc(CNC(=O)c3ccc4c(c3)OCO4)n2)c1,x,9.5%,x,-2.9%,0.1%,x,x,x,x,2.2%
Cc1ccc(-n2c(=O)cc(N3CCCCCC3)[nH]c2=O)cc1,-2.7%,11.2%,-1.0%,8.1%,0.5%,0.48,1209,1.1,2.4%,0.7%
COc1cccc(C2c3[nH]c4ccccc4c3CCN2CCCn2cccn2)c1 (stereo not given),0.9%,3.7%,3.4%,3.3%,-0.8%,-0.54,1533,1.2,0.3%,-1.0%
Cc1ccc(F)cc1NC(=O)c1c(-c2ccccc2)noc1C,-1.0%,0.9%,7.8%,-9.2%,-0.1%,-0.94,1026,1.1,3.6%,1.4%
